TDP1 block: inhibitors of human tyrosyl-DNA phosphodiesterase TDP1 | Q9NUW8 | recombinant TDP1, AlphaScreen DNA substrate cleavage | Potency, µM (highest dose often 130 µM), without a hit: top-dose activity change, negative = inhibition, hits mostly inhibitors | actives 0.28% (n = 350,000); also: nearly all actives have a fitted effect of over 40% in size
Target sequence (Q9NUW8 whole entry, looked up): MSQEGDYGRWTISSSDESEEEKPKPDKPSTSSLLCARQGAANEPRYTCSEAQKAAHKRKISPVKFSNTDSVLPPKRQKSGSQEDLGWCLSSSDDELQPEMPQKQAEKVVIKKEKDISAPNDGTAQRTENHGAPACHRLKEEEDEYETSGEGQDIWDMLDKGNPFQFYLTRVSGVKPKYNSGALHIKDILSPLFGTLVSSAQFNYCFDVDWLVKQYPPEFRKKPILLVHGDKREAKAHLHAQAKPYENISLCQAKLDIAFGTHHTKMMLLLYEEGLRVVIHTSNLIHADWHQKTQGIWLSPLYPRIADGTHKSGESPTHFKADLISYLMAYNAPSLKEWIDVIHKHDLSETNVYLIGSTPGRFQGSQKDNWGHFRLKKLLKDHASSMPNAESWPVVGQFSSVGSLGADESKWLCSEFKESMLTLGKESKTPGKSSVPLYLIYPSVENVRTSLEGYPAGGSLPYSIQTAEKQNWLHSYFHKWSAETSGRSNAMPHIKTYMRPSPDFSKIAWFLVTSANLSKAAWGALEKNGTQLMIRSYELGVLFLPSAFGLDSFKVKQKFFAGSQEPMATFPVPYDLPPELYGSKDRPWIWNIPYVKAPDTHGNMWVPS
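Signal: AlphaScreen proximity between streptavidin donor and anti-FITC acceptor beads on intact substrate. Reaction: Tdp1 1 nM, substrate 15 nM final, 5 min RT after 15 min compound preincubation.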
N370S GC: inhibits or activates N370S mutant glucocerebrosidase; N370S GC spleen homogenate, 4MU-glucoside fluorescence; Potency, µM (doses to about 59.4 µM), for inactives: at the top dose activity change, negative = inhibition, most hits filed as inhibitors; actives 0.092% (n = 330,000); AID 2101;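 also: 0% = full enzyme activity and -100% = no enzyme basal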
TDP1 cell noCPT: qHTS for Inhibitors of human tyrosyl-DNA phosphodiesterase 1 (TDP1): qHTS in cells in absence of CPT; DT40 Tdp1-/- hTDP1 cells, no CPT, ATP luminescence, 48 h; Potency, µM (top dose mostly 46.2 µM), without a hit: top-dose activity change, negative = growth inhibition, actives largely listed as inhibitors; actives 15% (n = 420,000); AID 686978, 2013; also: nearly all actives have a fitted effect of over 55% in size
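Growth kinetics read by CellTiter-Glo luminescence after ≥48 hr at 37 °C. Cells: DT40 Tdp1-/- stably carrying human TDP1, 400 per well, compound exposure in the absence of CPT (DMSO vehicle).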
* = called active by the depositor; & = joins results of further samples; [ ] = another dose, or the depositor's remark. Calls follow the shape of the dose curve; as a rule, active = well fitted curve in the direction sought with a large enough effect; inconclusive = small, poorly fitted or top-dose-only effect, or another doubt; inactive = no such curve, though single readings can be large; an effect the other way counts as inactive or inconclusive. Unless noted, % is scaled to controls: 0 for no effect and ±100 for the full control effect; potency is read from the fitted curve at half-maximal effect.

What do the screens show for `COc1ccc(OCC(=O)N2N=C(C)CC2(O)C(F)(F)F)cc1` (configuration not stated)?
TDP1 block: 2%; N370S GC: 3%; TDP1 cell noCPT: -14%

What do the screens show for `COC(=O)c1sccc1NC(=S)N1CCN(c2ccccc2)CC1`?
TDP1 block: 2%; N370S GC: 6%; TDP1 cell noCPT: 1%

Results for CCOc1ccc(C(=O)Nc2ccc(C(=O)OCc3cc(=O)n4nc(CC)sc4n3)cc2)cc1 ?
TDP1 block: -4%; TDP1 cell noCPT: inconclusive

What do the screens show for `CCCN1C=CC(=C2C(=O)c3ccccc3C2=O)C=C1`?
TDP1 block: 0%; N370S GC: 21%; TDP1 cell noCPT: 5.2µM*

Results for COC(=O)c1ccc(CN(c2ccc(C)cc2)S(=O)(=O)c2ccc3c(c2)OCCO3)o1 ?
TDP1 block: 6%; N370S GC: 1%; TDP1 cell noCPT: 16µM*

How did O=C(NCCNS(=O)(=O)c1ccccc1)N1CCOCC1 do in these assays?
TDP1 block: -1%; N370S GC: 16%; TDP1 cell noCPT: 4%

Results for CC(C)(C)C(=O)Nc1ccccc1C(=O)NCc1cccnc1 ?
TDP1 block: 1%; N370S GC: -11%; TDP1 cell noCPT: -14%

What do the screens show for `Cc1ccc(OCC(=O)O/N=C(\N)c2cccnc2)cc1`?
TDP1 block: 3%; N370S GC: -3%; TDP1 cell noCPT: -14%

How did CCc1noc(C)c1C(=O)N1CCCSC1=Nc1ccccc1Cl do in these assays?
TDP1 block: -2%; N370S GC: -7%; TDP1 cell noCPT: inconclusive

What do the screens show for `CS(=O)(=O)Nc1cccc(-c2cc(NCc3ccccc3)ncn2)c1`?
N370S GC: -6%; TDP1 cell noCPT: 3%

How did O=C(Cc1ccccc1)N(Cc1cccnc1)c1nc2c(F)cc(F)cc2s1 do in these assays?
TDP1 block: 3%; TDP1 cell noCPT: inconclusive

How did CC(=O)c1cn(Cc2ccccc2)c(=O)[nH]c1=O do in these assays?
TDP1 block: -2%; N370S GC: -1%; TDP1 cell noCPT: 12%

What do the screens show for `Cc1ccc(SCCC(=O)NCCSCc2ccco2)cc1`?
TDP1 block: 3%; N370S GC: 0%; TDP1 cell noCPT: -19%

How did COc1ccc2c(c1)CC/C2=N\OC(=O)c1ccccc1OC do in these assays?
TDP1 block: 3%; N370S GC: 4%; TDP1 cell noCPT: -87%

How did COc1ccc(S(=O)(=O)N2CCCC(C(=O)NCCN3CCOCC3)C2)cc1C (configuration not stated) do in these assays?
TDP1 block: 11%[0.0935 µM]; N370S GC: -12%; TDP1 cell noCPT: -16%

Results for COc1ccc(NC(=O)C2CCCN(S(=O)(=O)c3ccc(-n4cnnn4)cc3)C2)cc1 (configuration not stated) ?
TDP1 block: -8%; N370S GC: -1%; TDP1 cell noCPT: -10%

Results for Cc1cc(C)nc(SCc2n[nH]c(=S)n2C)n1 ?
TDP1 block: 4%; N370S GC: 6%; TDP1 cell noCPT: -5%

Results for O=C1c2ccccc2NC(c2ccc(OCc3ccccc3)c(OCc3ccccc3)c2)N1Cc1ccco1 (configuration not stated) ?
TDP1 block: 1%; TDP1 cell noCPT: 13µM*

How did C#CCOCCOCCOCCNc1nc(N2CCN(C(=O)C([C@@H](C)O)n3cc([C@@H](N)CCCCN)nn3)CC2)nc(N2CCN(C(=O)[C@H](CCCCN)n3cc(CN)nn3)CC2)n1 (some centres not stated) do in these assays?
TDP1 block: 1%; TDP1 cell noCPT: -15%

What do the screens show for `Cc1cccc(-c2noc(CN(C(=O)C34CC5CC(CC(C5)C3)C4)C(C)C)n2)c1`?
TDP1 block: -3%; N370S GC: 7%; TDP1 cell noCPT: inconclusive

Results for COc1ccc(S(=O)(=O)N2CCC(C(=O)O)(c3ccccc3)CC2)cc1 ?
N370S GC: -1%; TDP1 cell noCPT: 13%

Results for C#CCOc1ccc(/C=C2/C(=O)NN(c3ccc(F)cc3)C2=O)cc1OC ?
N370S GC: -4%; TDP1 cell noCPT: 11%

How did CC1(OC(=O)C2CCCC2)C(=O)C=C2C=C(c3ccsc3)N(C3CCCC3)C=C2C1=O (configuration not stated) do in these assays?
TDP1 block: 17%[12.3 µM]; N370S GC: -5%[12.8 µM]; TDP1 cell noCPT: inconclusive

Results for COCCCNC(=O)c1ccc(CS(=O)(=O)c2ccccc2OC)o1 ?
N370S GC: -6%; TDP1 cell noCPT: 8%

How did COc1ccc(NC(=O)CSc2nnc(CNC(=O)COc3ccc(Cl)cc3)o2)cc1 do in these assays?
TDP1 block: -2%; N370S GC: 0%; TDP1 cell noCPT: -5%

How did CCC(C(=O)Nc1nnc(-c2ccco2)s1)c1ccccc1 (configuration not stated) do in these assays?
TDP1 block: -14%; N370S GC: 0%; TDP1 cell noCPT: -11%

What do the screens show for `Cc1cc(C)c(Nc2nn3c(=O)c4cc5c(cc4nc3s2)OCO5)c(C)c1`?
TDP1 block: 3%; TDP1 cell noCPT: -6%

Results for Cc1cc(/C=N/Nc2nc(N3CCOCC3)nc(N3CCOCC3)n2)c(C)n1-c1ccccc1 ?
TDP1 block: 7%; N370S GC: 1%; TDP1 cell noCPT: inconclusive

What do the screens show for `Cc1ccccc1Nc1c(-c2ccccn2)nc2c(C)cccn12`?
TDP1 block: 12%; N370S GC: 3%; TDP1 cell noCPT: inconclusive

Results for CCCCOc1cccc(C(=O)N(Cc2ccc(Br)o2)C2CCS(=O)(=O)C2)c1 (configuration not stated) ?
TDP1 block: -2%; TDP1 cell noCPT: 16µM*

Nine neighbouring entries out of the list so far, quoted:
Results for C#CCOc1ccc(/C=C2/C(=O)NN(c3ccc(F)cc3)C2=O)cc1OC ?
N370S GC: -4%; TDP1 cell noCPT: 11%

How did CC1(OC(=O)C2CCCC2)C(=O)C=C2C=C(c3ccsc3)N(C3CCCC3)C=C2C1=O (configuration not stated) do in these assays?
TDP1 block: 17%[12.3 µM]; N370S GC: -5%[12.8 µM]; TDP1 cell noCPT: inconclusive

Results for COCCCNC(=O)c1ccc(CS(=O)(=O)c2ccccc2OC)o1 ?
N370S GC: -6%; TDP1 cell noCPT: 8%

How did COc1ccc(NC(=O)CSc2nnc(CNC(=O)COc3ccc(Cl)cc3)o2)cc1 do in these assays?
TDP1 block: -2%; N370S GC: 0%; TDP1 cell noCPT: -5%

How did CCC(C(=O)Nc1nnc(-c2ccco2)s1)c1ccccc1 (configuration not stated) do in these assays?
TDP1 block: -14%; N370S GC: 0%; TDP1 cell noCPT: -11%

What do the screens show for `Cc1cc(C)c(Nc2nn3c(=O)c4cc5c(cc4nc3s2)OCO5)c(C)c1`?
TDP1 block: 3%; TDP1 cell noCPT: -6%

Results for Cc1cc(/C=N/Nc2nc(N3CCOCC3)nc(N3CCOCC3)n2)c(C)n1-c1ccccc1 ?
TDP1 block: 7%; N370S GC: 1%; TDP1 cell noCPT: inconclusive

What do the screens show for `Cc1ccccc1Nc1c(-c2ccccn2)nc2c(C)cccn12`?
TDP1 block: 12%; N370S GC: 3%; TDP1 cell noCPT: inconclusive

Results for CCCCOc1cccc(C(=O)N(Cc2ccc(Br)o2)C2CCS(=O)(=O)C2)c1 (configuration not stated) ?
TDP1 block: -2%; TDP1 cell noCPT: 16µM*

Later entries
What do the screens show for `C=CCOc1nc(-c2ccccc2Cl)nc2ccccc12`?
N370S GC: 6%; TDP1 cell noCPT: -19%

Results for Cc1cccc(N2C(=S)N=C(Nc3c(C)cccc3C)C23CCOC(C)(C)C3)c1 (configuration not stated) ?
TDP1 block: 3%; N370S GC: 1%; TDP1 cell noCPT: inconclusive

What do the screens show for `c1cc(CSc2nnc(-c3ccc4c(c3)OCO4)o2)ccn1`?
TDP1 block: 3%; N370S GC: 8%; TDP1 cell noCPT: inconclusive

How did CCC(Cn1nnc2ccccc2c1=O)NC(=O)Nc1cccc(C)c1C (configuration not stated) do in these assays?
TDP1 block: 2%; TDP1 cell noCPT: 10%

What do the screens show for `COc1ccc(C(=O)N[C@H]2COC(C)(C)O[C@H]2c2ccccc2)cc1`?
TDP1 block: 3%; N370S GC: -21%; TDP1 cell noCPT: 4%

Results for COc1ccc(CCNC(=O)C2CCN(c3nc4ccccc4nc3C(F)(F)F)CC2)cc1OC ?
TDP1 block: 5%; TDP1 cell noCPT: 18µM*

How did Cc1ccc(CN(C#N)c2nc(C)cc(C)n2)cc1 do in these assays?
TDP1 block: 1%; N370S GC: 11%; TDP1 cell noCPT: -16%

How did Cc1cc(NC(=O)CSCC(=O)N2CCN(c3cccc(C)c3C)CC2)no1 do in these assays?
TDP1 block: 2%; TDP1 cell noCPT: -28%

Results for Cc1ccc(Cn2c(=O)n(-c3ccccc3)c(=O)c3ccc(C(=O)NCc4ccco4)cc32)cc1 ?
TDP1 block: 2%&-4%; N370S GC: 9%; TDP1 cell noCPT: inconclusive

What do the screens show for `O=C(NC1CCCCC1)C(c1ccc(F)cc1)N(C(=O)Cc1ccsc1)c1ccc(F)cc1` (configuration not stated)?
TDP1 block: -4%; N370S GC: -1%; TDP1 cell noCPT: -18%

How did C/C(=N\Nc1cc(N2CCOCC2)ncn1)c1ccccc1 do in these assays?
N370S GC: -20%; TDP1 cell noCPT: inconclusive

Results for CC(C)C(=O)c1cn(CC(=O)NCC2CCCO2)c2ccccc12 (configuration not stated) ?
TDP1 block: 1%; N370S GC: 5%[2.35 µM]; TDP1 cell noCPT: -15%

What do the screens show for `CC(C)CC(C(=O)O)N1C(=O)[C@@H]2[C@H](C1=O)[C@@H]1C[C@H]2C(Br)C1Br` (some centres not stated)?
TDP1 block: 5%; N370S GC: 1%; TDP1 cell noCPT: -12%

Results for CCCC[C@@H]1C[C@H]1C(NS(=O)(=O)c1cccc2cccnc12)c1ccc(-c2ccccc2)cc1 (some centres not stated) ?
TDP1 block: 10%; N370S GC: 14%

What do the screens show for `O=C(Nc1cc(-c2nc3cc(Cl)ccc3o2)ccc1Cl)c1cc2ccccc2o1`?
TDP1 block: 3%; TDP1 cell noCPT: 20%

What do the screens show for `NC(=O)c1cc[n+](CC(=O)NC(=O)Nc2ccccc2)cc1`?
TDP1 block: 1%; TDP1 cell noCPT: 4%

What do the screens show for `NS(=O)(=O)c1ccc(Nc2nc(-c3ccc4ccccc4c3)cs2)cc1`?
TDP1 block: 7%; N370S GC: 7%; TDP1 cell noCPT: -15%

Results for O=C(Nc1ccccc1)C1CC(O)CN1S(=O)(=O)c1ccc([N+](=O)[O-])cc1 (configuration not stated) ?
TDP1 block: 9%; N370S GC: 0%; TDP1 cell noCPT: 16%

Results for Cc1ccc2nc(/C(C#N)=C/c3ccc(-c4cccc([N+](=O)[O-])c4)o3)[nH]c2c1 ?
TDP1 block: 3%; N370S GC: 12%; TDP1 cell noCPT: inconclusive

Results for Cc1cccc(NC(=S)NCC(C)CSc2ccc(Cl)cc2)c1 (configuration not stated) ?
TDP1 block: 1%; N370S GC: 28%; TDP1 cell noCPT: 16µM*

How did COC(=O)c1sc(SC)nc1N do in these assays?
TDP1 block: 4%; N370S GC: 1%; TDP1 cell noCPT: 5%

Results for CC(=O)Nc1nnc(SCC(=O)NC2CCCC2)s1 ?
TDP1 block: 11%; N370S GC: -4%; TDP1 cell noCPT: -14%

What do the screens show for `CCCCCC(=O)N(c1ccc(OCC)cc1)S(=O)(=O)c1ccc2c(c1)n(C)c(=O)n2C`?
TDP1 block: 5%; TDP1 cell noCPT: 16µM*

How did CCOC(CCNC(=O)c1cn(CCOC)c(=O)c2c1c1ccccc1n2C)OCC do in these assays?
N370S GC: inconclusive; TDP1 cell noCPT: -1%

What do the screens show for `Cc1cc(C)nc(N2CCCC(C(=O)NC(C)CCc3ccco3)C2)n1` (configuration not stated)?
TDP1 block: 3%; N370S GC: -17%; TDP1 cell noCPT: inconclusive

How did O=C(c1ccncc1)N(c1ccc2oc3c(c2c1)CCCC3)S(=O)(=O)c1ccc(F)cc1 do in these assays?
TDP1 block: 4%; N370S GC: -5%; TDP1 cell noCPT: inconclusive

How did CC(C)Nc1nc(NC(C)C)nc(N(C#N)CCOc2ccc(Cl)cc2Cl)n1 do in these assays?
TDP1 block: 8%; N370S GC: 27%; TDP1 cell noCPT: inconclusive

What do the screens show for `Cc1ccc(N(C(=O)Cn2nnc(-c3ccccc3)n2)C(C(=O)NC2CCCCC2)c2ccccn2)cc1C` (configuration not stated)?
TDP1 block: 0%; N370S GC: -7%; TDP1 cell noCPT: inconclusive

What do the screens show for `Cc1cc(NC(=O)CSc2nnc(C3COc4ccccc4O3)n2C)no1` (configuration not stated)?
TDP1 block: -8%; N370S GC: 23%; TDP1 cell noCPT: -7%

What do the screens show for `N#C/C(=C/c1cccc([N+](=O)[O-])c1)c1nnc2n1CCCCC2`?
TDP1 block: 0%; N370S GC: -13%; TDP1 cell noCPT: 13µM*

How did N#Cc1nc(COc2ccc(F)cc2)oc1NCCN1CCOCC1 do in these assays?
TDP1 block: 6%; N370S GC: -12%; TDP1 cell noCPT: -26%

How did CNc1ccc(Br)cc(C(=O)/C=C/c2cc(OC)ccc2OC)c1=O do in these assays?
TDP1 block: -10%; N370S GC: 7%; TDP1 cell noCPT: 10µM*

A portion of the library, so the mix of outcomes need not match the whole.
